LGR2 antag – inhibitors of bursicon-induced LGR2 CRE-luciferase signal, primary screen, cell-based, HEK293, CRE-luciferase reporter, bursicon stimulation; hit rate 0.35% among 380,000; Drosophila bursicon receptor LGR2 (rickets); inhibition, % at 9.99 µM; bursicon-stimulated, 4 h;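 active means drop in luminescence signal, shown as inhibition above about 50% in the replicate tests, limit read from the data, passing the limit was not always enough; inconclusive means probably only some replicates passing the limit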;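 further: agonist challenge used bursicon conditioned medium at about half maximal strength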
S100A4 MyoIIA – inhibitors of S100A4-myosin IIA peptide binding, primary screen, biochemical, fluorescence polarization, TAMRA-MyoIIA peptide; hit rate 0.14% among 360,000; inhibition, % at 10.7 µM; Protein S100-A4 (Homo sapiens), P26447;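 active means mean inhibition of at least 70% across replicates, with every replicate also reaching that level; inconclusive means mean inhibition reaches 70% but some replicates fall short; inactive means mean inhibition below 70%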
Target sequence (P26447 whole entry, looked up): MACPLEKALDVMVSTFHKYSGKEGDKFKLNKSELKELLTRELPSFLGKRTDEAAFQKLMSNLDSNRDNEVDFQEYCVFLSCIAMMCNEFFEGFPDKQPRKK
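Assay system: human S100A4 monomer with TAMRA-labelled myosin IIA peptide / Buffer or medium: Calcium-containing HEPES buffer, pH 7.2 / Reagent: TAMRA-labelled myosin IIA heavy-chain peptide probe, 5 nM / Compound: one dose per compound / Timing: polarization read 5 min after assay mix addition, stable 5–60 min / Benchmarks: neutral control DMSO, positive control TFP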
esBAF inh – Bmi1 luciferase reporter increase in mESCs, primary screen, esBAF inhibitor project, mouse ES cells, Bmi1 luciferase knock-in, single point; reporter increase, % at 12.5 µM; hit rate 2% among 350,000; 24 h; 100% = twice the neutral-well signal; AID 602393, 2012; in the data active means activation above about 40%; inconclusive means no clear call, values can overlap the other calls;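 further: 0% = median of the plate's neutral control wells and 100% = double that signal; a rise in the Bmi1 reporter signal indicates esBAF inhibition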
SIRT5 inh – SIRT5 desuccinylase inhibitors, primary screen, biochemical, fluorescence imaging, single point, set 5; hit rate 1.1% among 330,000; inhibition, % at 15 µM; Purified SirT5, succinyl-peptide AMC, trypsin-coupled fluorescence; NAD-dependent protein deacylase sirtuin-5, mitochondrial (Homo sapiens), Q9NXA8; AID 652115, 2013; in the data active means inhibition above about 15%; inconclusive means no clear call, values can overlap the other calls
Target sequence (Q9NXA8 whole entry, looked up): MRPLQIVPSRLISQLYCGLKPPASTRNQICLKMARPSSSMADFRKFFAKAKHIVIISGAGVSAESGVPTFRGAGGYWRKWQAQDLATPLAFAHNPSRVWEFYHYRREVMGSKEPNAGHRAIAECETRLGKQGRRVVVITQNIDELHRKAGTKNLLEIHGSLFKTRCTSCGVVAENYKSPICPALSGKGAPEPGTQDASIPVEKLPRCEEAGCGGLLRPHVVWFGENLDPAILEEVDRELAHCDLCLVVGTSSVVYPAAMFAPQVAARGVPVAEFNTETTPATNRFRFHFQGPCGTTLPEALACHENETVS
FN deposit inh – inhibitors of fibronectin matrix deposition, primary screen, AH1F cells, Alexa488-fibronectin fluorescence, plate reader | AH1F fibroblasts, overnight | inhibition, % at 12.6 µM | hit rate 0.086% among 350,000 | AID 743247, 2014;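 active means mean inhibition across replicates of 30% or more, regardless of how many single replicates reach that level; inconclusive means mean under 30% yet at least half of replicates reach 30%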;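 further: positive control wells lacked labelled fibronectin entirely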
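Assay system: AH1F fibroblasts assembling fluorescent fibronectin matrix; Amount: 10000 AH1F cells per well; Buffer or medium: DMEM, 2% serum; Probe or stimulus: Alexa488-fibronectin, 24 nM final in well; Doses: single compound dose, delivered by pin transfer; Incubation: 1 h adhesion, overnight exposure; Measured by: fluorescence 485/525 nm; Read-out: fibronectin deposition inhibition.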
C2C12 statin – suppressors of statin myotoxicity in C2C12 myotubes, primary screen, cell-based, single point, plate reader. C2C12 myotubes + simvastatin, ATP luminescence, 48 h; scaled: DMSO 0, geranylgeraniol control 100. rescue of ATP level, % at 7.49 µM. hit rate 0.78% among 330,000. AID 602340, 2012;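 active means mean ATP rescue above about 67%, or every replicate alone reaching that limit, limit read from the data, passing the limit was not always enough; inconclusive means no clear call, values can overlap the other calls; inactive means mean under the limit and some replicate under it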;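 further: myotubes were challenged with 10 µM simvastatin during compound exposure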
Casp6 inh – human caspase-6 inhibitors, primary screen, biochemical, VEID-R110 fluorescence, single point, set 2; inhibition, % at 12.5 µM; P55212; purified caspase-6, Z-VEID-R110 cleavage fluorescence; hit rate 0.53% among 350,000;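 active means mean inhibition across replicates at least about 35%, with every replicate also reaching that limit, limit read from the data; inconclusive means only one of the two criteria met; inactive means neither criterion met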;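 further: 0% = median of neutral control wells and 100% = no fluorescence left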
Target sequence (P55212 24-179 limits assumed): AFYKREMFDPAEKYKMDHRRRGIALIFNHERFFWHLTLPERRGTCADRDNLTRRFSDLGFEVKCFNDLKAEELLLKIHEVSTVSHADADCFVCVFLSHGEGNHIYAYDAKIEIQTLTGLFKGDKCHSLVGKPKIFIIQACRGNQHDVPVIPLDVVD
Target sequence (P55212 194-293 limits assumed): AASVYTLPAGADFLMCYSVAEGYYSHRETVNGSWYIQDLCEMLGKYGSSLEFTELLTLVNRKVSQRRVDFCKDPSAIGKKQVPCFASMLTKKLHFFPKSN
An asterisk follows results filed as active; ? = inconclusive; . = not tested or not shown; & = joins results of further samples. The list is partial (hit frequency here may not be typical).

SMILES | LGR2 antag | S100A4 MyoIIA | esBAF inh | SIRT5 inh | FN deposit inh | C2C12 statin | Casp6 inh
CCn1c2ccccc2c2cc(/C=N/NC(=O)c3ccc(O)cc3)ccc21 | 19 | 3 | . | . | 9 | . | 1
COCCn1c(C)cc(C(=O)COC(=O)c2ccc(N3CCCC3=O)cc2)c1C | . | . | 14 | . | -4 | 0 | .
COc1ccc(CNCC(=O)Nc2cccc(S(N)(=O)=O)c2)cc1 | 9 | -2 | -6 | -3 | -5 | 23 | 0
COc1ccc(NC(=O)N(C)C[C@H]2OCCCC[C@@H](C)Oc3ccc(N(C)C)cc3C(=O)N([C@@H](C)CO)C[C@H]2C)cc1 | 2 | . | 2 | . | . | 19 | .
COc1ccc(C/C(=N\O)c2ccc(OC)cc2)cc1 | . | . | 9 | . | -1 | 7 | .
OC1=C(O)c2nc3cc(F)ccc3nc21 | -3 | -1 | -5 | -1 | 5 | 1 | 5
COc1cc(CNC[C@H]2O[C@@H](n3ccc(N)nc3=O)[C@H](O)[C@@H]2O)ccc1OCc1ccc(C)cc1 | -12 | -3 | 4 | -3 | -8 | 8 | -5
CCN(CC(=O)NC(C)(C)C)C(=O)c1cccc(S(=O)(=O)N2CC3(C)CC2CC(C)(C)C3)c1 (configuration not stated) | 3 | 5 | 1 | . | 3 | 3 | -1
Cc1ccc(C2=NN(CC(=O)O)C(=O)CC2)cc1 | 0 | -19 | -2 | 0 | 4 | 4 | 3
CC(=O)c1ccc(OCC(=O)OCC(=O)N(CC(C)C)c2c(N)n(Cc3ccccc3)c(=O)[nH]c2=O)cc1 | -10 | 8 | -1 | 0 | 4 | 0 | -1
COCC(=O)N1CC(=O)N2[C@H](CO)[C@H](c3ccc(C#CC4CC4)cc3)[C@@H]2C1 | -7 | 4 | . | -1 | 4 | . | 1
CCCC(=O)N1CCCC(c2nc(-c3cccs3)no2)C1 (configuration not stated) | . | . | ? | . | -2 | 11 | .
CN(C)C(=S)Nc1cccc(F)c1 | -5 | 0 | . | -1 | -7 | . | 5
O=C(CNCc1ccc(Cl)cc1)Nc1ccc2c(c1)OCCO2 | -82 | 6 | . | -3 | 4 | . | 2
O=C(Nc1ccc(S(=O)(=O)N2CCCCCC2)cc1)c1[nH]ncc1[N+](=O)[O-] | -21 | 3 | 19 | 2 | -4 | 20 | 1
CCn1c(=O)c2c(nc(SCC(=O)N3CCC(C)CC3)n2C)n(C)c1=O | -9 | -4 | 1 | -7 | 1 | -7 | -3
Cc1cccc(NC(=O)c2ccc(N3C(=O)C4C5C=CC(C6CC56)C4C3=O)cc2)c1 (configuration not stated) | 4 | -8 | 14 | -2 | 7 | -65 | 3
O=C(C[C@@H]1CC[C@@H]2[C@H](COC[C@@H](O)CN2Cc2ccccc2)O1)N[C@H]1CCN(Cc2ccccc2)C1 | 5 | -4 | 3 | -5 | -10 | 7 | 2
S=C(NCc1ccccn1)Nc1cccc(Cl)c1 | -39 | . | 7 | . | . | -8 | .
O=[N+]([O-])c1ccc(C(O)CN2CCN(C/C=C/c3ccccc3)CC2)cc1 (configuration not stated) | -9 | -1 | -8 | -2 | -12 | -7 | 3
COc1ccc(Cl)cc1NC(=O)CN(C)C(=O)c1n[nH]c2ccccc12 | -4 | -7 | 2 | 11 | 1 | -16 | 1
COc1ccc(Cn2nnc3c(=O)[nH]c(C4CCCN(C(=O)c5ccccc5)C4)nc32)cc1 (configuration not stated) | -21 | -2 | 0 | 4 | -2 | 5 | 4
Cc1noc(C)c1NC(=O)N(C)C[C@@H]1OCCCC[C@@H](C)Oc2ccc(NC(=O)NC(C)C)cc2C(=O)N([C@H](C)CO)C[C@@H]1C | 18 | 2 | -6 | 2 | . | . | 0
COc1ccc(S(=O)(=O)N(C)C[C@H]2OCCCC[C@@H](C)Oc3ccc(NC(=O)CCC(F)(F)F)cc3C(=O)N([C@@H](C)CO)C[C@H]2C)cc1 | 9 | -21 | 2 | 7 | . | . | 1

Structural class: those above containing a nitro group on carbon (2)
SMILES | LGR2 antag | S100A4 MyoIIA | esBAF inh | SIRT5 inh | FN deposit inh | C2C12 statin | Casp6 inh
O=C(Nc1ccc(S(=O)(=O)N2CCCCCC2)cc1)c1[nH]ncc1[N+](=O)[O-] | -21 | 3 | 19 | 2 | -4 | 20 | 1
O=[N+]([O-])c1ccc(C(O)CN2CCN(C/C=C/c3ccccc3)CC2)cc1 (configuration not stated) | -9 | -1 | -8 | -2 | -12 | -7 | 3

Next part.
SMILES | LGR2 antag | S100A4 MyoIIA | esBAF inh | SIRT5 inh | FN deposit inh | C2C12 statin | Casp6 inh
CCCCOC(=O)Nc1ccc(N2CCOCC2)cc1 | . | . | ? | . | 1 | -5 | .
CC(C)(C)C(=O)c1c(N)[nH]c(C(=O)c2ccccc2)c1-c1ccc(Br)cc1 | -19 | -6 | . | 20* | -11 | . | -1
CCCc1cc(=S)n2c([nH]c3ccccc32)c1C#N | . | -2 | . | 2 | -11 | . | -1
Cc1cc([N+](=O)[O-])nn1CC(=O)NC(C)c1ccccc1 (configuration not stated) | 4 | -9 | -9 | 1 | -1 | -3 | -2
Cc1ccccc1CC(=O)NC1CCN(Cc2ccccc2)CC1 | 1 | 8 | -1 | . | -1 | 8 | -7
COc1cc(OC)cc(-c2nnc(SCC(=O)Nc3cccc(C(=O)O)c3)s2)c1 | 12 | -3 | . | 1 | 1 | . | 1
Cc1ccc(S(=O)(=O)N(C)C[C@H]2OCCCC[C@H](C)Oc3ccc(NC(=O)Cc4ccccc4)cc3C(=O)N([C@H](C)CO)C[C@H]2C)cc1 | -14 | -8 | -4 | 4 | -8 | . | -5
Cc1noc(C)c1S(=O)(=O)Nc1ccc2c(c1)C(=O)N([C@@H](C)CO)C[C@H](C)[C@@H](CN(C)S(=O)(=O)c1cn(C)cn1)OCCCC[C@@H](C)O2 | 25 | -5 | 2 | -2 | -17 | . | 0
C[C@H](CO)N1C[C@H](C)[C@H](CN(C)S(=O)(=O)c2ccc(Cl)cc2)Oc2ccc(NC(=O)CCCN(C)C)cc2CC1=O | 0 | 1 | 3 | 7 | . | 2 | -18
CC(C)NC(=O)N(C)C[C@H]1Oc2ccc(NC(=O)CCCCCC(=O)Nc3ccccc3N)cc2C(=O)N([C@H](C)CO)C[C@H]1C | -13 | -34 | -4 | 3 | . | . | 2
O=C(NCc1ccccc1)[C@@H]1CCCN1C(=O)[C@H]1CCCN1C(=O)c1ccc(OC(F)(F)F)cc1 | -9 | 4 | . | . | 2 | . | 3
c1ccc(OCCCCN2CCCCC2)cc1 | -24 | 2 | 0 | -4 | -1 | 2 | -2
CCNC(=O)[C@@H]1[C@@H](CO)[C@@H]2Cn3c(ccc(-c4ccccc4)c3=O)[C@@H]2N1C(=O)C1CC1 | 3 | -34 | -3 | -12 | . | 3 | 2
O=C(NC(=S)Nc1ncccn1)c1ccc(F)cc1 | -39 | -2 | 62* | -3 | 0 | 11 | -2
COCCn1c(=N)c(C(=O)NCc2ccco2)cc2c(=O)n3ccccc3nc21 | . | . | -11 | . | 7 | -5 | .
O=C1NCCN1CCNc1nc(NCc2ccccc2)nc2ccsc12 | -13 | -1 | -6 | -5 | 10 | -26 | 0
COc1ccc(-n2cc(C(=O)O)c3ccccc3c2=O)cc1 | -7 | 6 | -10 | -6 | 5 | 9 | 4
Cc1nc2nc[nH]n2c(=O)c1NS(=O)(=O)c1ccc([N+](=O)[O-])cc1 | 17 | -1 | 1 | 1 | 12 | 4 | 1
C[C@H]1CN([C@@H](C)CO)C(=O)c2cccc(NC(=O)c3ccc(-c4nccs4)cc3)c2O[C@@H]1CN(C)S(C)(=O)=O | -2 | -4 | -1 | -4 | . | . | -3
CC(C)CC#Cc1ccc([C@@H]2[C@H](CO)N3C(=O)CN(C(=O)c4ccccn4)C[C@@H]23)cc1 | 11 | 107* | . | 1 | -14 | . | 0
Cc1ccc(S(=O)(=O)N[C@@H]2C=C[C@H](CC(=O)NCCc3ccncc3)O[C@H]2CO)cc1 | 19 | -12 | 6 | -7 | . | -1 | 0
C=C1CCC[C@]2(C)C[C@H]3OC(=O)C(CNC(C)(CO)CO)[C@H]3CC12 (some centres not stated) | 23 | -2 | -1 | -4 | 7 | 6 | 3
COc1cc(/C=C(\NC(=O)c2cc(OC)c(OC)c(OC)c2)C(=O)NC(C(=O)O)c2ccccc2)cc(OC)c1OC (configuration not stated) | -2 | -1 | 3 | 3 | -5 | 1 | 6
O=C1C2C3C=CC(C3)C2C(=O)N1c1ccc2ccccc2c1 (configuration not stated) | 6 | -2 | 5 | -2 | -18 | 2 | -3
COCc1cn(CC[C@H]2CC[C@@H](NC(=O)Nc3ccc(F)cc3)[C@@H](CO)O2)nn1 | -15 | -1 | -7 | 5 | . | -5 | -1
C[C@H]1CN([C@@H](C)CO)C(=O)CCCn2cc(nn2)CO[C@@H]1CN(C)C(=O)Nc1cccc2ccccc12 | -19&10 | 4&0&-13 | 2&-2&-3 | -11&0&-4 | 10&-2 | 0&7&-9 | 19&3&-3
CC(=O)C1=C(C)N(Cc2ccco2)C(=O)C1(NC(=O)C1CCCCC1)C(F)(F)F (configuration not stated) | . | . | -3 | . | -2 | -7 | .
Cc1ccc2nc(Nc3ccc(C)c(Cl)c3)c3nncn3c2c1 | -5 | -5 | 3 | 2 | -5 | 2 | 0
CC(C)NC(=O)N(C)C[C@H]1Oc2ccc(NC(=O)NC3CCCCC3)cc2C(=O)N([C@H](C)CO)C[C@@H]1C | -2&0 | 2&-11 | -7&-2 | 3&-1 | 2 | 2&11 | 4
CNC[C@@H]1Oc2c(NC(=O)c3nc4ccccc4s3)cccc2C(=O)N([C@H](C)CO)C[C@@H]1C | -5 | -16 | 6 | -2 | 5 | 14 | -1
N#CC(C#N)=NNc1ccc(S(=O)(=O)N2CCCCC2)cc1 | . | 1 | . | -1 | 6 | . | 11
Cc1ccc2c(=O)cc(C(=O)NCCc3ccc(S(N)(=O)=O)cc3)oc2c1C | 7 | 2 | -3 | -4 | 2 | 3 | 4
O=C(Nc1cccc(S(=O)(=O)N2CCOCC2)c1)C1CCCCN1S(=O)(=O)c1ccccc1 (configuration not stated) | 1 | 4 | . | -1 | -6 | . | 7
CCCNC(=O)Nc1ccc2c(c1)C(=O)N(C)[C@@H]1CC[C@H](CC(=O)NC3CCC3)O[C@@H]1CO2 | 25 | . | 2 | . | 3 | 2 | .
OC[C@H]1[C@@H](c2ccc(C#Cc3ccccc3)cc2)[C@@H]2CN(Cc3cncnc3)CCCCN12 | -26 | -9 | . | -2 | . | . | 4
CCNc1nnc(SCC(=O)c2cc(C)n(C3CC3)c2C)s1 | 10 | -2 | 12 | -2 | -3 | 2 | 0
CCCNC(=O)COC(=O)c1cc(C)nc2ccccc12 | 18 | 0 | . | 3 | 14 | . | 0
CC(C)NC(=O)N(C)C[C@@H]1Oc2cc(C#C[C@@H](C)O)ccc2S(=O)(=O)N([C@@H](C)CO)C[C@@H]1C | 0 | 1 | -1 | 7 | 3 | 12 | 2
O=C(NC1CCC1)[C@H]1[C@H](CO)[C@H]2Cn3c(ccc(-c4ccccc4F)c3=O)[C@H]2N1Cc1ccncc1 | -5 | -5 | 3 | -3 | . | 4 | -3

Screens from PubChem.
